# AID2073 = inhibitors of Mint1-CaV2.2 protein interaction, biochemical, HTRF (AID 2073). Voltage-dependent N-type calcium channel subunit alpha-1B (Homo sapiens). HTRF protein-protein interaction, Mint1-CaV2.2; higher % means a stronger effect. inhibition, % at 20 µM; hits with a dose series show IC50 in µM. actives 0.19% (n = 290,000); in the data active means inhibition mostly above about 51%, no sharp cut-off; inconclusive means no clear call, values can overlap the other calls; inactive means mostly below about 53%; further: some results filed as inactive read as strong as hits
# MT stabilize HCS = microtubule stabilizers in HeLa cells, primary screen, imaging, high-content imaging | HeLa tubulin immunostaining HCS, 24 h; share of cells brighter than vehicle mean+2SD | % tubulin-high responders, % at 10 µM | actives 0.83% (n = 200,000);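 active means plate Z-score above 3 for both tubulin-high and condensed-nucleus cell shares, with cell loss under 80%, at 10 µM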;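 further: anti alpha tubulin signal scored within the nucleus-defined area of each cell; some results filed as inactive read as strong as hits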
# Insulin prom up = insulin promoter activators in MIN6 cells, imaging, high-content screening, mouse beta cells; z-score at 5 µM; MIN6 insulin promoter-GFP reporter; hits give high values; actives 0.3% (n = 190,000); AID 1625, 2009;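 active means z-score above 3 at 5 µM with at least 500 cells counted in the well; inconclusive means wells under 500 cells, flagged as cytotoxic or low count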
# b-catenin transl = modulators of beta-catenin nuclear translocation, primary screen, imaging, HeLa cells, immunofluorescence, high-content; nuclear translocation activity, % at 5 µM; actives 0.3% (n = 190,000); AID 1665, 2009;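 active means nuclear translocation activity above 50% at 5 µM, with a well cell count of 50 or more; inconclusive means wells under 50 cells across six images, flagged as toxic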;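 further: per-cell ratio of nuclear to cytoplasmic median beta-catenin stain intensity; plate controls were DMSO negative control for no effect and GSK-3 inhibitor IX positive control for full effect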
#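 Assay system: human HeLa cells, native beta-catenin; doses: 5 µM primary, 0.02–20 µM confirmation; incubation: compound treatment 24 h, 37°C, 5% CO2; technique: fluorescence imaging of beta-catenin antibody stain plus DAPI; measure: % activation, nuclear-to-cytoplasmic median beta-catenin signal ratio per cell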
# WT yeast gro inh = growth inhibition of WT strain, primary screen, mitochondrial fusion inhibitor project, WT and mutant strains, chemical genetic | inhibition, % at 10 µM | mitochondrial fusion phenotypic screen | actives 2.1% (n = 190,000); in the data active means inhibition above about 58%; tested in S. cerevisiae
# Autophagy mod = autophagy modulators in MEF cells, primary screen, imaging, high-content, MEF GFP-LC3; MEF GFP-LC3 puncta imaging; test concentration mostly 10 µM; calls only at 10 µM (by protocol); actives 0.98% (n = 190,000); AID 463193, 2010;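 active means percentage of spot-positive cells more than 3 SD above its plate mean, without a fluorescence outlier flag or 80% toxicity; inconclusive means no clear call, values can overlap the other calls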;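 further: spot-positive cell cutoff set from DMSO-treated cells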
# Yfh1-depleted yeast = enhancers of respiration in Yfh1-depleted yeast, dose response, Friedreich's ataxia, plus single-dose screen (AID 1465). S. cerevisiae Yfh1-off respiration, WST-1 reduction, 72 h; higher fold induction means a stronger effect. one-dose fold induction at 50 µM; EC50 in µM for titrated hits. actives 0.074% (n = 220,000);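 active means fold induction of absorbance versus untreated yeast above a set limit, then at least 30% activation at any dose in follow-up; inconclusive means repeats straddling the limit, or above it without dose testing; inactive means fold induction below the set limit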;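 further: activators that raise dye reduction in frataxin-depleted yeast; strong numbers were not always called active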
# Dynein transport = inhibitors of GR-EGFP nuclear translocation, primary screen, dynein cargo transport inhibitor project, imaging, high-content, 3617.4 mouse cells | test concentration mostly 20 µM; stimulated with dexamethasone, 1 µM; hits give low values | z-score, hits read low | actives 0.47% (n = 220,000);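 active means plate z-score of nuclear minus cytoplasmic receptor signal below a set negative limit, without overly bright fluorescence or cell loss, cut at about -3.5 in these data, passing the limit was not always enough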;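 further: z-score of nuclear minus cytoplasmic ring GR-EGFP intensity difference per well; some compounds called inactive have numbers as strong as hits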
#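 Also added: dexamethasone, 1.0 µM final. Medium: tet-free, stripped-serum medium. Detection: fixed, Hoechst-stained cells imaged at 10x for EGFP. Read-out: nuclear-to-cytoplasmic GR-EGFP distribution per well. Times: induction 48 h, compound 1 h, agonist 30 min.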
# HIV peptide binding = inhibitors of HIV fusion peptide binding, primary screen, biochemical, uHTS, fluorescence dequenching (AID 1986). cell-free peptide binding, fluorescence dequenching, 30 min; higher % means a stronger effect. inhibition, % at 20 µM, or IC50 in µM where a hit was titrated. actives 0.3% (n = 290,000); in the data active means inhibition mostly above about 52%, no sharp cut-off; inactive means mostly below about 76%; further: some results filed as inactive read as strong as hits
# WT yeast gro inh mutant strain = also measured in WT yeast gro inh; calls as there; inhibition, %; mitochondrial fusion phenotypic screen, mutant strain inhibition
# Dynein transport cytoplasmic EGFP = recorded beside Dynein transport, whose call it bears; z-score; measured here: cytoplasmic GR-EGFP intensity; hits give high values
# Dynein transport nuclear GR-EGFP = also measured in Dynein transport; calls as there; z-score; measured here: nuclear GR-EGFP intensity;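 lower value marks the stronger effect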
# Dynein transport cell count = also measured in Dynein transport; calls as there; z-score; measured here: cell count per field
# Insulin prom up cell count = further read-out of Insulin prom up, marked with its call; cell count; measured here: cytotoxicity, nuclei count;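 total cells summed across four imaged fields per well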
# b-catenin transl cell count 5 µM = recorded beside b-catenin transl, whose call it bears; cell count; measured here: cell count, cytotoxicity flag
# MT stabilize HCS Hoechst-high % = further read-out of MT stabilize HCS, marked with its call; % Hoechst-high responders; measured here: nuclear condensation Hoechst responders;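 share of cells brighter than vehicle mean plus two SD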
# MT stabilize HCS cytotoxicity % = recorded beside MT stabilize HCS, whose call it bears; toxicity, %; measured here: cytotoxicity by cell density;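 0% = mean cell density of plate MIN control wells and 100% = no cells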
# Autophagy mod cell loss 18 h = recorded beside Autophagy mod, whose call it bears; toxicity, %; measured here: cell loss, nuclei count;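 cell loss after 18 h compound exposure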
# An asterisk follows results filed as active; i = inactive; u = inconclusive; x = no result given.
SMILES,AID2073,MT stabilize HCS,MT stabilize HCS Hoechst-high %,MT stabilize HCS cytotoxicity %,Insulin prom up,Insulin prom up cell count,b-catenin transl,b-catenin transl cell count 5 µM,WT yeast gro inh,WT yeast gro inh mutant strain,Autophagy mod,Autophagy mod cell loss 18 h,Yfh1-depleted yeast,Dynein transport,Dynein transport cytoplasmic EGFP,Dynein transport nuclear GR-EGFP,Dynein transport cell count,HIV peptide binding
CC(=O)Nc1ccc(C(=S)NCCCO)cc1,1%,4.3,2.2,8.8,-0.58,1158,10,915,-4,10,i,11,i,0.45,-0.28,0.51,0.05,-0.9%
Cc1ccc(CNC(=O)CO/N=C/c2ccc3c(c2)OCO3)cc1,1%,1.7,1.3,3.0,0.43,1417,-2.4,581,1,-28,i,-23,i,-0.25,-0.28,-0.4,0.47,-1.3%
CN(C)S(=O)(=O)c1ccc(N2CCCC2)c(C(=O)Nc2nc3c(ccc4ccccc43)s2)c1,30%,2.8,3.0,5.9,-0.61,1287,x,x,-19,15,i,13,i,-0.81,-0.33,-0.71,1,-0.2%
c1csc(-c2cnc3ccccc3n2)c1,16%,4.8,1.7,4.1,0.67,1074,1.8,1202,-2,12,i,-5,i,-0.27,-0.078,0.16,0.057,-0.2%
Cc1cccc(NC(=O)CSc2c3c(nc4ccccc24)CCC3)n1,16%,3.5,1.8,12,-0.32,1231,0.4,1082,21,24,i,9,i,1.4,-0.094,0.79,-1.1,0.1%
Cc1cc(C(=O)OCC(=O)Nc2ccc(F)cc2)c(C)o1,3%,2.0,1.2,5.4,-0.18,1409,x,x,-15,-6,i,0,x,0.4,-0.14,0.47,-0.4,-0.3%
CCNC(=O)C1CCCN(c2nc(C)cc(C)n2)C1 (stereo not drawn),19%,1.8,2.3,8.0,x,x,0.7,1592,-7,-13,i,-10,i,-0.56,-0.05,-0.39,-0.76,-0.9%
Cc1ccc(CNC(=O)NC23CC4CC(CC(C4)C2)C3)cc1,31%,1.2,1.3,0.5,-0.43,1243,x,x,7,-7,i,-10,i,-0.2,-0.25,-0.42,0.093,4.6%
COc1ccc(OC)c(S(=O)(=O)n2nnc3ccccc32)c1,-14%,3.3,2.2,2.5,0.09,1342,-3.5,953,-15,-17,i,3,i,-0.2,-0.23,0.19,0.53,-1.1%
O=C(O)CCC(=O)N1N=C(c2ccccc2)CC1c1cccs1 (stereo not drawn),11%,x,x,x,0.58,975,-0.7,1300,x,x,x,x,x,1.7,-0.14,1.4,-0.56,-1.0%
CN(C)C(=O)/C=C\c1cn(-c2ccccc2)nc1-c1ccc2c(c1)OCCO2,-3%,4.0,2.4,0.4,-0.53,1328,0.3,1446,-6,10,i,2,i,-0.39,-0.22,0.13,-0.27,-1.2%
CS(=O)(=O)c1ccc(C(=O)Nc2ccccc2Cl)cc1,-3%,x,x,x,0.05,1442,-2.1,1015,x,x,x,x,i,-0.87,-0.25,-0.62,0.88,-2.9%
O=C(C#Cc1cccc([N+](=O)[O-])c1)c1ccccc1,-7%,3.0,3.0,5.4,x,x,x,x,62,63,i,-1,i,-0.98,0.016,-0.65,-0.013,0.2%
C=CCNC(=S)NC(=O)c1csc([N+](=O)[O-])c1,-31%,x,x,x,0.38,1028,-1.0,1349,x,x,x,x,i,-0.95,-0.19,-0.54,0.56,-2.1%
Cc1ccc(NCc2n[nH]c(=S)n2-c2ccccc2)cc1Cl,-2%,2.0,2.8,8.3,0.08,1034,-1.9,1166,-7,4,i,18,x,-0.58,-0.25,-0.26,0.33,-0.2%
O=C(NCC(c1cccs1)N1CCOCC1)c1ccc(Cl)c(S(=O)(=O)N2CCOCC2)c1 (stereo not drawn),-3%,x,x,x,1.1,1104,0.0,1231,x,x,x,x,i,0.42,-0.32,0.085,0.54,-2.3%
COCC(C)N=CC1=C(O)CC(C)(C)CC1=O (stereo not drawn),7%,5.9,3.5,5.7,0.57,894,-0.4,776,5,17,i,-7,i,-0.37,-0.36,-0.43,0.97,0.0%
O=c1c(F)cn(C2CCCO2)c(=O)n1Cc1c(Cl)cccc1Cl (stereo not drawn),-3%,1.0,1.0,5.3,x,x,x,x,-5,-8,i,-11,i,-0.57,-0.22,-0.14,0.96,-0.5%
CC(=O)CSc1nnc(-c2ccc3c(c2)OCO3)o1,5%,3.3,1.9,3.2,0.12,1243,-1.1,1151,-14,-13,i,-8,i,-1.1,-0.24,-0.57,1.1,2.7%
CCOc1cc(CNCCO)cc(Br)c1OCc1ccc(Cl)cc1,14%,8.8,0.6,19,x,x,x,x,11,22,i,-12,x,5.8,1.5,4.8,-4.2,-3.7%
CCc1ccccc1NC(=O)N[C@@H](C)C(=O)OC,8%,5.0,3.6,11,0.78,1098,x,x,32,22,i,11,i,1.7,-0.15,1,-1.5,2.4%
CN(C(=O)COC(=O)c1cc([N+](=O)[O-])ccc1Sc1ccccc1)C1CCS(=O)(=O)C1 (stereo not drawn),10%,3.7,3.4,12,-0.35,1162,1.1,1063,-15,-28,i,-12,i,-0.68,-0.23,-0.41,0.87,-3.8%
COc1ccc(-c2noc(-c3cccs3)n2)cc1OC,-4%,x,x,x,-0.42,1069,-0.2,1379,x,x,x,x,i,1.1,-0.29,0.14,0.15,-1.1%
CCN(C(=O)CN1C(=S)NC(C)(C)CC1C)c1ccc(C)c(C)c1 (stereo not drawn),-8%,2.9,2.8,8.0,0.89,1170,-4.8,1145,4,22,i,8,i,0.24,-0.29,0.42,0.62,-2.5%
O=C(Nc1ccc(N2CCCCC2)cc1)c1ccccn1,3%,4.6,1.3,11,0.77,1617,-3.1,1141,61*,42*,i,15,i,3.1,-0.19,2,-1.1,-2.3%
CCC(Sc1nc(C)cc(=O)[nH]1)C(=O)Nc1sc2c(c1C#N)CCCC2 (stereo not drawn),-7%,3.6,1.3,7.9,1.2,1248,-0.4,887,7,-2,i,0,i,1.2,-0.21,0.29,-0.72,2.5%
CC(C)(C)c1ccc(OCC(=O)N2CCN(C=O)CC2)cc1,1%,3.1,1.8,24,-0.77,1944,-0.4,1113,-3,-7,i,-4,i,-1.4,-0.21,-0.33,0.9,-2.0%
O=C(COc1cccc(-n2cnnn2)c1)NC1CCCCC1,7%,0.9,0.9,5.7,-0.1,1569,0.8,1554,6,-12,i,17,i,-0.65,-0.26,-0.58,0.5,0.9%
CC(NC(N)=O)C(=O)Nc1ccc(Cl)c(S(=O)(=O)Nc2ccc(Br)cc2)c1 (stereo not drawn),15%,3.0,2.1,1.0,0.29,1265,1.6,1032,-5,-3,i,10,i,-0.28,-0.24,-0.099,0.67,5.6%
COCCNC(=O)CC(c1ccccc1)c1ccccc1,0%,1.4,3.1,6.9,-0.26,940,-4.1,1278,2,-10,i,0,i,0.98,-0.22,0.55,-0.47,-1.6%
Cc1ccc(-n2nc(C)cc2N)c(C)c1,-6%,2.5,2.6,7.5,-0.06,1263,-1.6,1040,6,1,i,-8,i,0.28,-0.37,0.91,-0.69,-0.7%
O=C(NCCC1=CCCCC1)c1cc(-c2ccncc2)nc2ccccc12,7%,2.9,2.7,10,-0.19,1127,-0.6,965,-1,-31,i,4,i,1.5,-0.21,1.2,-1.6,-1.0%
O=c1cc(O)c2ccc(O)cc2o1,3%,5.2,1.9,9.2,-0.04,1388,-1.1,1062,7,-3,i,-9,u,1.3,-0.12,0.97,-1.1,1.6%
Cc1ccc2[nH]c3c(=O)n(Cc4ccncc4)cnc3c2c1,15%,2.9,3.3,12,0.33,721,-3.0,1138,-1,-4,i,-24,i,0.59,-0.22,0.12,1.2,3.0%
CCSc1nnc(NC(=O)C(CC)(C(F)(F)F)C(F)(F)F)s1,-8%,1.2,1.3,4.8,0.93,768,x,x,-2,-6,i,-10,i,-1.1,-0.28,-0.68,0.45,-1.8%
CCN(CC)S(=O)(=O)c1ccc2c(c1)c(=O)c(C(=O)NCCOC)cn2C,5%,5.9,3.7,3.9,0.33,2006,-0.9,1016,-7,4,i,-3,i,2.2,-0.12,1.5,-2.6,1.1%
COc1cc(NC(=O)c2cc3ccccc3o2)c(OC)cc1Br,19%,3.3,1.7,4.7,-0.51,1016,-0.4,1409,3,-18,i,-9,i,0.55,-0.14,0.62,-1.3,-3.7%
O=C(CCCNS(=O)(=O)c1cccs1)N1CCc2ccccc2C1,-3%,3.0,1.0,7.7,0.11,1222,-4.8,1154,1,-1,i,27,i,1.1,-0.19,0.7,0.034,-0.3%
